# KKLEB cytotox: CF airway cell cytotoxicity counter-screen. AID 602141. KKLEB CF airway cells viability, ATPlite luminescence, overnight; stronger effect = lower value; cells stimulated with P. aeruginosa culture filtrate. 0.36% of 360,000 active. activity change (cytotoxicity), % at 5 µM;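 active = corrected activity change at or below -50% at 5 µM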
# EBV LMP1 NFkB: Epstein-Barr LMP1 NF-kappaB reporter inhibition; AID 504558; inhibition, % at 12.5 µM; LMP1-induced NF-kappaB luciferase reporter cells, luminescence; 0.69% of 350,000 active; in the data active = inhibition above about 41%;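 also: 0% = neutral control wells and 100% = reference inhibitor control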
# SRC2 inh: human SRC2 (NCOA2) inhibition; Q15596; HEK293 GAL4-SRC2 luciferase reporter, luminescence; inhibition, % at 9 µM; 0.17% of 370,000 active; AID 651957;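 active = inhibition above the mean inhibition of all tested compounds plus 3 SD, set per campaign, cut at about 52% in these data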;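 also: 0% = DMSO treated cells and 100% = cells given Gossypol at 36 µM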
# SRC3 inh: inhibitors of human steroid receptor coactivator 3 (SRC3); inhibition, % at 3.6 µM; HEK293 GAL4-SRC3 luciferase reporter, luminescence; AID 588352; 0.17% of 360,000 active;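 active = inhibition above a per-campaign cutoff, the mean of all compounds plus 3 SD, cut at about 60% in these data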;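 also: 0% = DMSO-treated cells and 100% = gossypol-treated cells at 36 µM; higher means less SRC3-driven luciferase light from the GAL4 reporter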
# TROY signal inh: blocks TROY-dependent signaling in reporter cells; 0.98% of 360,000 active; Q293 LMP1-TROYcd NF-kB luciferase reporter, 4 h; inhibition, % at 10 µM; AID 1347056;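 active = compounds whose plate-normalised and pattern-corrected inhibition of the luciferase reporter signal at the single screening dose is 50% or more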
# TWEAK-Fn14 inh: blocks TWEAK-Fn14 interaction in a reporter cell assay | 2% of 360,000 active | inhibition, % at 10 µM | TWEAK-stimulated Fn14 reporter cells, luciferase luminescence, 8 h; in the data active = inhibition above about 50%
# NR2F2 inh: inhibitors of human COUP-TFII (NR2F2); AID 686940; P24468; 0.7% of 370,000 active; HEK293T NGFI-A luciferase reporter, luminescence; inhibition, % at 8.6 µM;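 active = inhibition above a per-plate cutoff, mean inhibition of test wells between control levels plus 3 SD, cut at about 38% in these data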;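 also: cells cotransfected with COUP-TFII expression vector driving the NGFI-A reporter; 0% = median of COUP-TF2 test wells and 100% = reporter-only cells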
# Target sequence (P24468 whole entry, looked up): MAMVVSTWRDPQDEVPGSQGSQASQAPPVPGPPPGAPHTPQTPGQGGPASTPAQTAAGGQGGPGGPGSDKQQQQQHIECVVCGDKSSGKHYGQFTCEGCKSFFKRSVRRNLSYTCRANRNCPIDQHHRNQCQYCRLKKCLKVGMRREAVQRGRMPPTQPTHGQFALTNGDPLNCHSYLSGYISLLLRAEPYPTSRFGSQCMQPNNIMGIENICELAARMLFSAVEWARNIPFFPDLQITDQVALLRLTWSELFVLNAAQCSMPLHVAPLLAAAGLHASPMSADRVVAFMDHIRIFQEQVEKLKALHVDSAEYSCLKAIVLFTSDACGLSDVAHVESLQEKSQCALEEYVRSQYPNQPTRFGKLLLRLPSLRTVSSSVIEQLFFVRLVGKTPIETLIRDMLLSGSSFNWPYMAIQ
# TRAIL sens C8: sensitizes caspase-8 expressing cells to TRAIL. 1% of 360,000 active. inhibition (viability loss, TRAIL sensitization), % at 10 µM. NB7+C8 cells + TRAIL, ATPlite viability luminescence;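 active = compounds causing at least 50% loss of cell viability in the single-dose screen, relative to plate controls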
# SRC1 inh: inhibitors of human steroid receptor coactivator 1 (SRC1); 0.12% of 360,000 active; HEK293 GAL4-SRC1 luciferase reporter, luminescence; inhibition, % at 3.6 µM; Q15788;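 active = inhibition above the campaign mean plus 3 SD, with each screening campaign given its own cutoff, cut at about 60% in these data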;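 also: 0% = DMSO treated cells and 100% = gossypol at 36 µM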
# NR5A2 inv ag: suppresses constitutive activity of human LRH-1; O00482; HEK293T StAR-luciferase reporter, LRH-1 transfected, 24 h; inhibition, % at 3.6 µM; 0.13% of 360,000 active; AID 602396;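 active = inhibition above the mean inhibition of all tested compounds plus 3 SD, cut at about 73% in these data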;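 also: 0% = DMSO wells and 100% = reporter-only cells lacking LRH-1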
# Target sequence (O00482 whole entry, looked up): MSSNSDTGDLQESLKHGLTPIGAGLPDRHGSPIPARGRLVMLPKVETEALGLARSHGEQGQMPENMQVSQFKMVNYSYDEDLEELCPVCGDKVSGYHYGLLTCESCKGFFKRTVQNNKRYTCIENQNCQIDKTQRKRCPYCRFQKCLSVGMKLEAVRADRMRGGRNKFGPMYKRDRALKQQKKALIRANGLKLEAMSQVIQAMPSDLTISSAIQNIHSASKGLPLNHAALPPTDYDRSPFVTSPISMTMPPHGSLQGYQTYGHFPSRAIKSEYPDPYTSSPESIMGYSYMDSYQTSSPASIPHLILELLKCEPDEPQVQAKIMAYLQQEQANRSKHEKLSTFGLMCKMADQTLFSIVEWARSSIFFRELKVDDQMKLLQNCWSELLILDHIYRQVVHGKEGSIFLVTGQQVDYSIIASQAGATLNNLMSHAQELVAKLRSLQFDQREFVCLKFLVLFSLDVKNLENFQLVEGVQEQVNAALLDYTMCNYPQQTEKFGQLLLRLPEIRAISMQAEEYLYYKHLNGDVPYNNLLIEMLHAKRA
# CF NFkB block: blocks PAF-induced NF-kB reporter in cystic fibrosis cells | KKLEB NF-kB-GFP reporter, GFP fluorescence overnight | inhibition, % at 5 µM | 0.86% of 360,000 active | AID 588850;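 active = at least 50% inhibition at 5 µM, scaled per plate between neutral and stimulator controls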;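 also: PAF is a Pseudomonas aeruginosa culture filtrate used as stimulus; plate controls were PAF-stimulated DMSO wells for no effect and unstimulated DMSO wells for full effect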
# * marks the source's active call; other numbers are inactive results; . = not tested or not shown.
Compound	TRAIL sens C8	CF NFkB block	EBV LMP1 NFkB	SRC1 inh	TWEAK-Fn14 inh	NR2F2 inh	KKLEB cytotox	SRC3 inh	SRC2 inh	TROY signal inh	NR5A2 inv ag
O=c1ncn(-c2cccc(Cl)c2)c2ccccc12	2.0	4.7	8.7	4.8	-5.1	1.2	-5.1	-1.5	-5.9	4.7	1.3
CCOC(=O)c1c(NC(=O)COC(=O)c2nccnc2N)sc(C(=O)N(C)C)c1C	-6.2	18.4	-1.3	-12.7	-5.3	0.5	4.1	-17.8	18.8	-8.7	10.5
COc1ccc(CCNC(=O)C2CCN(Cc3nc(-c4ccccc4F)oc3C)CC2)cc1OC	-3.4	-6.9	-4.1	15.4	3.5	7.5	2.3	6.7	-7.4	11.1	5.2
CC1(C(=O)CSc2nc3ccccc3s2)CCC(=O)O1 (centres undefined)	-2.9	7.3	-28.6	-43.6	-15.5	-12.3	5.1	-6.2	-33.7	11.1	-25.6
COc1ccccc1C(CNC(=O)C1COc2ccccc2O1)N1CCCC1 (centres undefined)	1.5	11.3	-3.2	-6.1	6.5	-15.2	-0.5	8.2	-7.0	-6.3	-28.4
COc1ccc(CN2C(=O)CNC2=S)cc1	0.1	-4.7	-0.6	7.9	20.5	-4.2	2.3	0.0	-11.2	-5.2	-4.9
Cc1ccc(NS(=O)(=O)c2ccccc2)c(NS(=O)(=O)c2ccccc2)c1	-6.7	-6.1	-1.7	-58.8	5.4	2.5	8.5	-1.6	-0.8	11.9	-31.0
Cn1c(=O)c(=O)n(C)c2cc(S(=O)(=O)NCCOc3ccccc3Cl)ccc21	0.9	-1.9	-8.7	6.2	-29.1	-5.6	9.4	-6.3	2.0	10.1	0.3
Cc1nc2scc(-c3ccc(C(C)C)cc3)c2c(=O)n1N	-6.0	4.5	1.9	15.4	9.4	-3.0	9.6	10.7	1.6	2.9	-15.7
COc1ccc(-n2cnc3ccccc32)cc1	1.5	39.3	13.6	20.3	48.9	16.9	-0.9	31.0	10.1	9.4	8.1
CCc1ccccc1OCC(=O)Nc1ccc(S(N)(=O)=O)cc1	6.9	17.7	-3.5	-5.1	12.8	0.1	4.3	-6.7	4.5	8.4	-14.5
CCOC(=O)N1CCC(NC(=O)c2ccc(CS(=O)c3ccc(Cl)cc3)o2)CC1 (centres undefined)	-16.5	-3.7	1.8	10.9	-0.3	-0.3	-2.2	11.1	-10.5	-4.1	-1.0
Cc1noc(C)c1CSc1nnc2sc3ccccc3n12	-3.2	-0.5	0.0	-13.1	-47.5	5.3	7.5	-11.2	-20.7	-1.1	7.5
C=CCN1C(=O)C(CC(=O)Nc2ccccc2)N(Cc2ccccn2)C1=S (centres undefined)	-8.8	-14.4	-14.3	5.0	7.7	1.0	5.2	12.9	-8.5	12.6	7.3
OC1(c2ccccc2)CCN(Cc2ccccc2)C2CCCCC21 (centres undefined)	6.2	6.2	8.0	3.0	20.2	8.7	-0.2	13.2	27.7	13.3	11.1
CCCCOCCCNC(=O)C[C@@H]1C[C@@]2(C(=O)OC)CCCCC=C2N(Cc2cccc3ccccc23)C1=O	9.6	.	.	.	20.6	5.0	.	.	-0.2	23.7	-16.3
Cc1ccc(S(=O)(=O)CC(c2ccccc2)N2CCOCC2)cc1 (centres undefined)	-15.6	-0.4	-1.4	8.4	-5.1	-6.2	-7.6	3.5	-7.6	3.0	-2.6
COc1ccc(/C=C(\NC(=O)c2ccco2)C(=O)NCc2ccco2)cc1	3.4	5.0	0.6	-8.5	0.3	16.5	10.7	6.6	-5.4	-18.4	1.5
CC(C)Nc1nc(NC(C)(C)C)nc(Oc2ccc(=O)n(C)n2)n1	-1.6	-19.4	8.8	-3.2	-10.2	-14.8	-0.2	7.7	-11.2	-22.1	1.7
Cc1ccc(C(=O)CSc2ccc(-c3cccnc3)nn2)cc1	-3.8	11.0	-2.2	-15.3	-20.7	10.3	-8.9	-0.9	4.5	-14.2	-19.4
COc1cc(SC#N)ccc1N=Cc1c(C)[nH]n(-c2ccc(C)cc2C)c1=O	3.7	-44.5	-8.7	9.7	-1.7	9.0	12.5	4.1	-16.0	10.0	27.4
Cc1ccc(NC(=O)[C@H](CC(C)C)NC(=O)[C@@H]2Cc3ccccc3CN2)cc1	11.0	-16.4	-3.3	1.8	5.8	9.3	7.3	-6.1	15.3	-24.0	-16.8
Cc1cc(OCC(O)CN2CCc3ccccc3C2)ccc1Cl (centres undefined)	-2.2	6.5	-6.9	-0.8	10.1	-4.9	-9.3	7.4	10.9	-10.3	17.7
CCOC(=O)c1ccc2[nH]c3c(c2c1)CN(C)CC3	-28.2	-11.1	-2.5	-15.0	-13.8	4.8	-6.0	1.6	-33.2	-8.7	-20.4
COc1ccc(-c2cc(C(=O)NC(C(=O)O)C(C)C)c(C)o2)cc1OC (centres undefined)	-10.4	-4.3	-22.6	-34.2	11.7	-27.8	4.6	-45.7	-48.9	10.4	-34.7
C[C@H](c1ccccc1)N1C[C@@H](COCc2ccccc2)Oc2cc(N3CC[C@@H](N(C)C)C3)ccc2S1(=O)=O	14.8	.	.	.	-1.6	4.5	.	.	-14.5	-6.1	-14.3
CCCCNc1ncnc2sc3c(c12)CCN(CCC)C3	8.8	0.6	7.5	-8.1	1.5	-0.2	-6.8	21.7	20.7	5.8	-7.4
O=C(Nc1ccc(N2CCOCC2)cc1)C1CCN(S(=O)(=O)c2cccc(C(F)(F)F)c2)CC1	1.0	4.3	-7.1	10.7	6.9	4.7	3.8	14.3	-10.7	11.4	-14.1
O=C(NCc1ccccc1)c1ccc2c(c1)OCCO2	-7.5	-12.6	-11.2	-16.2	11.5	-14.0	-24.7	-20.7	-30.6	.	-36.1
Cc1cc(C)n(-c2ccc(C(=O)OCC(=O)NC(c3ccccc3)c3ccccc3)cc2)n1	11.2	-14.8	-7.5	9.1	-20.7	16.2	11.1	-7.1	-16.6	15.4	-12.6
N#Cc1cn(CC(=O)O)c2ccccc12	-1.5	-9.5	8.5	-22.7	16.4	14.2	9.2	8.0	-1.8	-4.0	22.7
CCCN(CC(=O)Nc1ccccc1OC)C(=O)c1cnc(Cl)c(Cl)c1	-8.7	-3.7	-0.2	-13.2	22.5	3.5	-1.0	0.2	15.5	17.1	10.2
CC1=CN2C(=NC(=O)CC2(C)C(=O)N(CC(=O)NC2CCCC2)c2cc(C)cc(C)c2)C=C1 (centres undefined)	-4.2	5.1	5.5	11.6	-14.9	-5.3	-14.1	5.2	-4.1	11.1	-11.0
O=C(NCc1ccco1)c1cc([N+](=O)[O-])ccc1Cl	-14.3	-0.2	-2.7	-8.4	-0.7	6.4	-4.0	3.6	17.1	9.5	-12.2
COc1ccc(NC(=O)CCOc2ccccc2F)cc1S(=O)(=O)N1CCCCC1	0.9	17.5	8.7	2.0	-4.3	0.9	-4.8	-2.8	-19.5	14.6	-3.4
COc1ccc(N2CCN(C(=O)CN(C)S(=O)(=O)c3cccs3)CC2)cc1	2.1	15.6	-5.0	5.0	12.0	3.2	-2.6	-2.3	-2.0	-12.2	1.8
CCC1(c2ccccc2)NC(=O)N(CC(=O)Nc2ccc(N3CCOCC3)cc2)C1=O (centres undefined)	18.3	1.3	-1.1	1.6	-7.2	-40.4	7.2	22.7	-15.7	6.7	7.0
COc1ccccc1/C=C1\SC(=O)N(CCC(=O)N(C)C2CCS(=O)(=O)C2)C1=O (centres undefined)	-3.2	-28.0	-8.7	-18.6	-11.5	-23.1	-1.5	-8.3	-8.0	-23.8	-34.2
CN(C)/C=C1\C(=O)N(c2ccc([N+](=O)[O-])cc2)N=C1c1ccccc1	3.5	-8.1	-31.0	-93.4	-18.3	-35.2	-2.3	-47.0	-35.5	-68.8	-66.5
COc1ccccc1C(=O)NC(=S)Nc1ccccc1N1CCCC1	33.7	-23.1	0.1	-4.0	75.5*	1.5	-10.9	-5.2	-12.5	77.8*	-6.4
CC(=O)C1CCC2C3CCC4=CC(=O)C=CC4(C)C3C(=O)CC12C (centres undefined)	4.8	4.8	-0.3	2.4	-8.4	-4.0	-10.1	13.3	-12.8	-5.6	22.8
Cc1ccccc1C(=O)NCC(c1ccco1)N1CCc2ccccc2C1 (centres undefined)	-24.0	17.4	3.3	5.1	-10.9	-18.6	-30.2	29.4	-16.8	-12.1	5.3
CC(=O)Nc1cccc(/C(C)=N/NC(=S)NC(C)C)c1	0.2	-4.1	2.0	-0.3	-29.8	-3.9	1.4	-26.5	-18.1	1.4	4.2
COc1ccc2c(c1)c(C)cc[n+]2Cc1ccccc1	6.6	-11.5	-3.9	-4.5	8.0	10.2	2.9	11.0	11.7	7.1	18.5
CC(C)C(=O)NC(=S)Nc1ccc(S(=O)(=O)NC(C)(C)C)cc1	0.7	-9.4	-3.4	-0.1	7.7	8.4	5.7	24.3	-7.5	-10.3	29.5
O=C(CN(c1ccccn1)S(=O)(=O)c1ccccc1)N/N=C/c1cccc([N+](=O)[O-])c1	-1.5	-4.9	6.6	3.3	-17.2	9.4	-11.0	4.0	1.1	8.4	0.4
O=C1c2ccccc2C(Nc2ccc3c(c2)OCCO3)N1Cc1ccco1 (centres undefined)	-0.5	-3.0	15.3	13.0	70.9*	15.7	-6.8	16.9	5.2	62.0*	16.1
C=C(C)CNC(=S)N/N=C(\C)c1ccc(Cl)s1	17.0	-2.3	-2.0	-17.8	-17.8	-1.6	11.8	0.3	-18.0	-2.6	-8.9
CSCC[C@H](NC(=O)Nc1ccc(S(N)(=O)=O)cc1)C(=O)O	22.6	-3.7	-10.5	-7.3	-23.5	-4.7	7.8	6.6	14.5	0.3	10.7
Cc1ccc(NS(=O)(=O)c2cc(C(=O)N3CCN(C)CC3)ccc2C)cc1C	-1.2	-10.0	0.3	3.1	-6.5	-15.5	0.7	12.1	-8.9	2.9	-12.1
CC(C)CN(C(=O)CSc1nc2ccccc2c(=O)n1C)C1CCS(=O)(=O)C1 (centres undefined)	-21.6	-3.2	-2.8	-1.3	-5.5	25.5	-2.1	0.1	8.6	-16.5	3.3
CCCN1CCN(C(=O)CCCNC(=O)Cn2cnc3sc(C)c(C)c3c2=O)CC1	2.3	-0.7	-4.2	-17.4	-7.3	15.8	8.9	11.6	-8.2	-8.4	13.8

# Record cards (already shown). Order of values: TRAIL sens C8 | CF NFkB block | EBV LMP1 NFkB | SRC1 inh | TWEAK-Fn14 inh | NR2F2 inh | KKLEB cytotox | SRC3 inh | SRC2 inh | TROY signal inh | NR5A2 inv ag
# Entry for `CC(C)C(=O)NC(=S)Nc1ccc(S(=O)(=O)NC(C)(C)C)cc1` = 0.7 | -9.4 | -3.4 | -0.1 | 7.7 | 8.4 | 5.7 | 24.3 | -7.5 | -10.3 | 29.5
# Entry for `O=C(CN(c1ccccn1)S(=O)(=O)c1ccccc1)N/N=C/c1cccc([N+](=O)[O-])c1` = -1.5 | -4.9 | 6.6 | 3.3 | -17.2 | 9.4 | -11.0 | 4.0 | 1.1 | 8.4 | 0.4
# Entry for `O=C(Nc1ccc(N2CCOCC2)cc1)C1CCN(S(=O)(=O)c2cccc(C(F)(F)F)c2)CC1` = 1.0 | 4.3 | -7.1 | 10.7 | 6.9 | 4.7 | 3.8 | 14.3 | -10.7 | 11.4 | -14.1
